Screening data (PubChem BioAssay)
Scp-1 inhibitor – inhibitors of human Scp-1 phosphatase. Recombinant Scp1, phosphopeptide, malachite green phosphate absorbance. AID 493091. hit rate 0.88% among 340,000. Q9GZU7. inhibition, % at 20 µM;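 active = inhibition above about 50% at 20 µM, limit read from the data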;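 also: plate controls were DMSO wells with enzyme for no effect and wells lacking enzyme for full effect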
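Test system: SCP-1 phosphatase catalytic domain, residues 76-261 | Compound dosing: One concentration, 20 µM, with 1.0% DMSO | Schedule: 45 min room-temperature reaction, 5 min colour, 30 min stabiliser | Detection: Absorbance at 630 nm | Read-out basis: % inhibition of SCP-1 phosphate liberation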
DNMT1 block – DNMT1 (human) enzyme inhibition. inhibition (reported as % activation of signal), % at 10 µM. hit rate 0.83% among 360,000. DNMT1 molecular beacon, Hinp1I cleavage, fluorescence. P26358. AID 588458; in the data active = inhibition above about 50%
NadD block – NadD (S. aureus) enzyme inhibition. purified NadD enzyme, colorimetric absorbance read-out. inhibition, % at 20 µM. hit rate 0.78% among 360,000; in the data active = inhibition above about 26%; also: some compounds past the cut are filed as inactive
SUMO1-SIM PPI – alters human SUMO1 binding to SIM partners; P63165; AID 602429; hit rate 0.33% among 360,000; inhibition, % at 20 µM; SUMO1 binding to a labelled peptide, TR-FRET, 1 h; in the data active = inhibition above about 37%
PABP1 MLLE inh – inhibitors of microRNA-mediated deadenylation, human PABP1 MLLE binding; P11940; inhibition, % at 20 µM; GST-MLLE / FITC-PAM2 fluorescence polarization; hit rate 0.36% among 360,000; in the data active = inhibition above about 35%, passing the limit was not always enough;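 also: plate controls were DMSO wells with GST-MLLE for no effect and wells lacking GST-MLLE protein for full effect; some results filed as inactive read as strong as hits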
STEP inh – inhibitors of human striatal-enriched phosphatase STEP | recombinant STEP, OMFP fluorogenic substrate, fluorescence | P54829 | hit rate 0.25% among 360,000 | AID 588621 | inhibition, % at 20 µM;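 active = inhibition at 20 µM, scaled per plate between control wells, above about 37%, limit read from the data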;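 also: 0% = DMSO with enzyme and substrate and 100% = substrate only without enzyme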
Target sequence (P54829 whole entry, looked up): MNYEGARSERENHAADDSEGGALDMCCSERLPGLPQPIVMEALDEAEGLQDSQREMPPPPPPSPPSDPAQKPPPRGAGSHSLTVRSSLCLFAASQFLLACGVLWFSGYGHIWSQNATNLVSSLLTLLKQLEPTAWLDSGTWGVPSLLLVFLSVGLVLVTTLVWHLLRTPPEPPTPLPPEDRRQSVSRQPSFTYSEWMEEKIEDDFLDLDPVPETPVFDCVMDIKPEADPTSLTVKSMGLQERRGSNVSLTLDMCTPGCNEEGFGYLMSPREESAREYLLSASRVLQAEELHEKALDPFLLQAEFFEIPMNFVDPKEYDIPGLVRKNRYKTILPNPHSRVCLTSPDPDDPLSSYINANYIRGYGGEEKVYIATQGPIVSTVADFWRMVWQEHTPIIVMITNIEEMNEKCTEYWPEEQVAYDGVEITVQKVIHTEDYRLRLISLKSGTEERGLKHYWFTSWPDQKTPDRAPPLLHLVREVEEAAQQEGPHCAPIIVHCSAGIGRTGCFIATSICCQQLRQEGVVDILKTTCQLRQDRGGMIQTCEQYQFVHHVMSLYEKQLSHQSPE
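Assay system: isolated STEP enzyme / Timing: 20 min at room temperature, dark / Doses: 20 µM, 1% DMSO / Technique: fluorescence intensity, excitation 480 nm, emission 540 nm / Reagent: fluorogenic phosphatase substrate OMFP at 25 µM final / Measure: percent inhibition scaled to no-enzyme and uninhibited-enzyme controls, plate-pattern corrected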
Rpn11 block – Rpn11 (human) deubiquitinase inhibition; O00487; human 26S proteasome, Ub4-pepOG fluorescence polarization; 20S core pre-blocked with epoxomicin; calls only at 20 µM; hit rate 0.59% among 360,000; AID 588493;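 active = inhibition at 20 µM, scaled to each plate's controls, above about 33%, limit read from the data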
CSN inh – blocks human CSN-mediated cullin deneddylation. Q92905. hit rate 0.38% among 360,000. inhibition, % at 12.5 µM. Purified CSN, SCF-Nedd8-OG deneddylation, fluorescence polarization;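 active = pattern-corrected inhibition above about 35%, with an unprinted fluorescence ratio check between 0.5 and 1.5, limit read from the data, passing the limit was not always enough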;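 also: 0% = enzyme with substrate and 100% = substrate without enzyme; some results filed as inactive read as strong as hits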
Target sequence (Q92905 whole entry, looked up, one chain of several): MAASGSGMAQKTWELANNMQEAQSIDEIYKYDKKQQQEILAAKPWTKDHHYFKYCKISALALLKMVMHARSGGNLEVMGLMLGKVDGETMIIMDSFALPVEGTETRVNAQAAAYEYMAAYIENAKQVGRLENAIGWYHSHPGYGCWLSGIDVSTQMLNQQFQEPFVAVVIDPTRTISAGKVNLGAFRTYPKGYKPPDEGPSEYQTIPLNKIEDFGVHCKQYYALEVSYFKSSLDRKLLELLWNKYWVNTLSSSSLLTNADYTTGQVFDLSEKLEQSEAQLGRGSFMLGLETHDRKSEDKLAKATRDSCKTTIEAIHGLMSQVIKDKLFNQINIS
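Assay system: Purified human Csn5 enzyme expressed in HEK293T cells | Amount: Enzyme 0.24 nM | Measured by: Fluorescence polarization readout | Medium: Tris/NaCl/DTT buffer, pH 7.5 | Compound dosing: One concentration, 12.5 µM, 0.25% DMSO | Times: 90 min incubation of compound, enzyme and substrate at room temperature | Control set: no-enzyme wells high, enzyme-with-substrate wells low | Read-out: % inhibition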
LMPTP inh – blocks human LMPTP phosphatase; hit rate 0.22% among 360,000; recombinant LMPTP-A, OMFP fluorogenic substrate, fluorescence intensity; P24666; inhibition, % at 20 µM;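 active = compounds that cut the enzyme signal by at least half of the control window in the single-dose screen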;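 also: plate controls were DMSO wells with enzyme plus substrate for no effect and substrate without enzyme for full effect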
Target sequence (P24666 whole entry, looked up): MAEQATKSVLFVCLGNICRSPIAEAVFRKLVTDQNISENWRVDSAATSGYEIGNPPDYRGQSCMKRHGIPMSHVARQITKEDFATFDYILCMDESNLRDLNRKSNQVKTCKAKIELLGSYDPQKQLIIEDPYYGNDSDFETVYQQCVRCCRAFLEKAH
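Assay system: LMPTP-A, protein tyrosine phosphatase of low molecular weight / Medium: pH 6.0 Bis-Tris buffer with DTT and Triton X-100 / Schedule: 50 min enzyme reaction at room temperature, protected from light / Measured by: endpoint fluorescence intensity from OMFP dephosphorylation / Read-out basis: % inhibition relative to no-enzyme and uninhibited control wells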
TbMetRS inhib – blocks T. brucei methionyl-tRNA synthetase activity. hit rate 0.4% among 360,000. purified T. brucei MetRS, ATP depletion, Kinase-Glo luminescence. inhibition, % at 11.9 µM. AID 624268;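 active = inhibition above a per-plate cutoff of the control wells' mean inhibition plus 3 SD, cut at about 5.5% in these data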;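 also: 0% = DMSO wells median and 100% = median of wells with control inhibitor compound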
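Material – parasite MetRS enzyme · Medium – HEPES-MgCl2-KCl buffer plus DTT, spermine, BSA, pyrophosphatase · Reagent – ATP, methionine and E. coli bulk tRNA substrates · Times – 15 min enzyme-compound preincubation, 2 h reaction, 10 min detection, 25 °C · Measured by – luminescence of leftover ATP · Evaluation – percent inhibition relative to median high and low control wells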
Starred values were filed as active, the others as inactive.

Results for CCOC(=O)Cc1c(C)[nH]c(=S)[nH]c1=O ?
Scp-1 inhibitor: 2; DNMT1 block: 0; NadD block: -6; SUMO1-SIM PPI: 3; PABP1 MLLE inh: 39; STEP inh: 1; Rpn11 block: inactive; CSN inh: -3; LMPTP inh: -1.5; TbMetRS inhib: -0.3

Results for CCC1=C(OC(=O)N(CC)CC)N2C(=O)OC(=NCC3CC3)[C@]2(Cc2ccccc2)[C@H]2C1=CC[C@H]1C(=O)NC(=O)[C@H]12 ?
Scp-1 inhibitor: -2; DNMT1 block: -1; NadD block: 5; SUMO1-SIM PPI: -3; PABP1 MLLE inh: -19; STEP inh: 0; Rpn11 block: inactive; CSN inh: 1; LMPTP inh: 0.2; TbMetRS inhib: -0.3

What do the screens show for `CN1C2CCC1/C(=C\c1ccccc1F)C(=O)/C2=C/c1ccccc1F`?
Scp-1 inhibitor: 0; DNMT1 block: 1; NadD block: 0; SUMO1-SIM PPI: -2; PABP1 MLLE inh: 15; STEP inh: -2; Rpn11 block: inactive; CSN inh: -1; LMPTP inh: 0.7; TbMetRS inhib: -0.9

Results for CCNC(=S)N1CCN(Cc2ccccc2)CC1 ?
Scp-1 inhibitor: -6; DNMT1 block: -3; NadD block: 0; SUMO1-SIM PPI: 0; PABP1 MLLE inh: -118; STEP inh: 1; Rpn11 block: inactive; CSN inh: 5; LMPTP inh: -3.3; TbMetRS inhib: -0.1

How did CS(=O)(=O)N1CCC(C(=O)Nc2ccc(Oc3ccccc3)cc2)CC1 do in these assays?
Scp-1 inhibitor: 0; DNMT1 block: 4; NadD block: -2; SUMO1-SIM PPI: 1; PABP1 MLLE inh: 7; STEP inh: 0; Rpn11 block: inactive; CSN inh: 4; LMPTP inh: -1.3; TbMetRS inhib: -0.2

How did Cc1ccc(-c2nc3cccnc3o2)cc1NC(=O)COc1ccc(C(C)(C)C)cc1 do in these assays?
Scp-1 inhibitor: 8; DNMT1 block: -7; NadD block: 1; SUMO1-SIM PPI: 1; PABP1 MLLE inh: 8; STEP inh: 6; Rpn11 block: inactive; CSN inh: 9; LMPTP inh: 5.8; TbMetRS inhib: -0.7

What do the screens show for `CCOC(=O)C1=C(C)N=c2s/c(=C3\C(=O)Nc4ccccc43)c(=O)n2C1c1ccc2c(c1)OCO2` (centres undefined)?
Scp-1 inhibitor: -8; DNMT1 block: -9; NadD block: 26; SUMO1-SIM PPI: 1; PABP1 MLLE inh: 32; STEP inh: 0; Rpn11 block: inactive; CSN inh: 1; LMPTP inh: 1.1; TbMetRS inhib: 0.6

Results for CCOc1ccc2nc(-c3cc(NC(C)=O)ccc3O)sc2c1 ?
Scp-1 inhibitor: -1; DNMT1 block: 13; NadD block: 13; SUMO1-SIM PPI: -1; PABP1 MLLE inh: 5; STEP inh: 3; Rpn11 block: inactive; CSN inh: 8; LMPTP inh: 3.4; TbMetRS inhib: -0.5

What do the screens show for `CC(C(=O)N1CCCCC1)N1CCN(S(=O)(=O)c2ccc(Cl)cc2)CC1` (centres undefined)?
Scp-1 inhibitor: 97*; DNMT1 block: 5; NadD block: 11; SUMO1-SIM PPI: -3; PABP1 MLLE inh: -115; STEP inh: -2; Rpn11 block: inactive; CSN inh: -4; LMPTP inh: -1.3; TbMetRS inhib: 0.1

How did Cc1ccnc2nc(C(=O)OCC(=O)Nc3ccc4c(c3)OC(F)(F)O4)nn12 do in these assays?
Scp-1 inhibitor: -5; DNMT1 block: -1; NadD block: 0; SUMO1-SIM PPI: 1; PABP1 MLLE inh: -13; STEP inh: -1; Rpn11 block: inactive; CSN inh: 1; LMPTP inh: -2.4; TbMetRS inhib: 0.2

Quoted from the entries so far for reference:
What do the screens show for `CC(C(=O)N1CCCCC1)N1CCN(S(=O)(=O)c2ccc(Cl)cc2)CC1` (centres undefined)?
Scp-1 inhibitor: 97*; DNMT1 block: 5; NadD block: 11; SUMO1-SIM PPI: -3; PABP1 MLLE inh: -115; STEP inh: -2; Rpn11 block: inactive; CSN inh: -4; LMPTP inh: -1.3; TbMetRS inhib: 0.1

How did Cc1ccnc2nc(C(=O)OCC(=O)Nc3ccc4c(c3)OC(F)(F)O4)nn12 do in these assays?
Scp-1 inhibitor: -5; DNMT1 block: -1; NadD block: 0; SUMO1-SIM PPI: 1; PABP1 MLLE inh: -13; STEP inh: -1; Rpn11 block: inactive; CSN inh: 1; LMPTP inh: -2.4; TbMetRS inhib: 0.2

Next results:
What do the screens show for `COC(=O)C1=C(C)N(C2CCCCC2)C(=O)C1`?
Scp-1 inhibitor: -3; DNMT1 block: 2; NadD block: -3; SUMO1-SIM PPI: 0; PABP1 MLLE inh: 1; STEP inh: 2; Rpn11 block: inactive; CSN inh: 7; LMPTP inh: -0.2; TbMetRS inhib: -0.4

How did O=C(CCCOc1ccc(Cl)cc1)Nc1nncs1 do in these assays?
Scp-1 inhibitor: -5; DNMT1 block: -3; NadD block: -8; SUMO1-SIM PPI: 3; PABP1 MLLE inh: 2; STEP inh: -3; Rpn11 block: inactive; CSN inh: -3; LMPTP inh: -2.1; TbMetRS inhib: 0.1

What do the screens show for `CC(C)C[C@@H]1CN=C(N)N1C[C@@H]1CCCN1C[C@H](C)N1C[C@@H](Cc2ccccc2)N(CCc2ccc(Cl)c(Cl)c2)C1=N`?
Scp-1 inhibitor: 9; DNMT1 block: 7; NadD block: -6; SUMO1-SIM PPI: -52; PABP1 MLLE inh: 9; STEP inh: 5; Rpn11 block: inactive; CSN inh: 5; LMPTP inh: 7.0; TbMetRS inhib: -0.2

Results for CNC(=O)NC(=O)COC(=O)c1ccc(-n2c(C)ccc2C)cc1 ?
Scp-1 inhibitor: 10; DNMT1 block: 3; NadD block: -2; SUMO1-SIM PPI: -6; PABP1 MLLE inh: -22; STEP inh: -1; Rpn11 block: inactive; CSN inh: 3; LMPTP inh: -0.9; TbMetRS inhib: -0.4

What do the screens show for `CCN(CC)C(=O)c1ccc(CS(=O)(=O)Cc2ccccc2)cc1`?
Scp-1 inhibitor: 8; DNMT1 block: -1; NadD block: -1; SUMO1-SIM PPI: -2; PABP1 MLLE inh: 6; STEP inh: -1; Rpn11 block: inactive; CSN inh: 0; LMPTP inh: -1.0; TbMetRS inhib: -0.1

Results for COc1ccc(Cl)cc1NC(=O)C1CCCN(S(C)(=O)=O)C1 (centres undefined) ?
Scp-1 inhibitor: 0; DNMT1 block: 2; NadD block: -3; SUMO1-SIM PPI: 1; PABP1 MLLE inh: -3; STEP inh: -3; Rpn11 block: inactive; CSN inh: 6; LMPTP inh: 0.1; TbMetRS inhib: -0.5

Results for COc1cc2c(cc1OC)C1=C(C#N)CN(C3CCCCC3)CN1CC2 ?
Scp-1 inhibitor: -14; DNMT1 block: -3; NadD block: 1; SUMO1-SIM PPI: -3; PABP1 MLLE inh: 14; STEP inh: -2; Rpn11 block: inactive; CSN inh: 6; LMPTP inh: -1.1; TbMetRS inhib: -0.1

Results for Cc1cccc(NC(=O)CSc2cccc3cccnc23)c1 ?
Scp-1 inhibitor: -5; DNMT1 block: 12; NadD block: -4; SUMO1-SIM PPI: -10; PABP1 MLLE inh: 13; STEP inh: -1; Rpn11 block: inactive; CSN inh: -3; LMPTP inh: -1.2; TbMetRS inhib: -1.5

Results for COc1ccc(S(=O)(=O)Nc2nc3ccccc3s2)cc1 ?
Scp-1 inhibitor: -3; DNMT1 block: 1; NadD block: 6; SUMO1-SIM PPI: 2; PABP1 MLLE inh: -6; STEP inh: -1; Rpn11 block: inactive; CSN inh: 1; LMPTP inh: 0.8; TbMetRS inhib: 1.9

Results for C=CCNCCOCCOc1ccc(C)cc1[N+](=O)[O-] ?
Scp-1 inhibitor: -5; DNMT1 block: 4; NadD block: 0; SUMO1-SIM PPI: -2; PABP1 MLLE inh: -11; STEP inh: 2; Rpn11 block: inactive; CSN inh: 2; LMPTP inh: -0.1; TbMetRS inhib: -0.1

What do the screens show for `NC(=O)C[n+]1ccc(/C=N/O)cc1`?
Scp-1 inhibitor: -3; DNMT1 block: 8; NadD block: -1; SUMO1-SIM PPI: -9; PABP1 MLLE inh: 3; STEP inh: 0; Rpn11 block: inactive; CSN inh: 2; LMPTP inh: -1.9; TbMetRS inhib: -0.3

How did COc1ccc(NC(=O)CN2CCCN(S(=O)(=O)c3ccc(F)cc3)CC2)cc1 do in these assays?
Scp-1 inhibitor: 16; DNMT1 block: 1; NadD block: -1; SUMO1-SIM PPI: -3; PABP1 MLLE inh: 1; STEP inh: -1; Rpn11 block: inactive; CSN inh: 4; LMPTP inh: -2.6; TbMetRS inhib: -1.7

Results for Nc1nc(CN2CCN(c3ccccc3F)CC2)nc(Nc2ccc3c(c2)OCCO3)n1 ?
Scp-1 inhibitor: 0; DNMT1 block: 1; NadD block: 4; SUMO1-SIM PPI: 0; PABP1 MLLE inh: -4; STEP inh: 0; Rpn11 block: inactive; CSN inh: -5; LMPTP inh: -1.9; TbMetRS inhib: -1.3

How did CC1CCN(S(=O)(=O)N2CCC(C(=O)NCc3cccnc3)CC2)CC1 do in these assays?
Scp-1 inhibitor: 2; DNMT1 block: 0; NadD block: 0; SUMO1-SIM PPI: 0; PABP1 MLLE inh: 4; STEP inh: -4; Rpn11 block: inactive; CSN inh: -1; LMPTP inh: -0.8; TbMetRS inhib: 2.0

Results for Cc1nnc(SCC(=O)NCc2ccccc2Cl)n(N)c1=O ?
Scp-1 inhibitor: -2; DNMT1 block: 4; NadD block: 0; SUMO1-SIM PPI: -4; PABP1 MLLE inh: 6; STEP inh: -2; Rpn11 block: inactive; CSN inh: 3; LMPTP inh: -1.0; TbMetRS inhib: -0.1

What do the screens show for `CCCCn1cnc2c(c1=O)c1nc3ccccc3nc1n2Cc1ccc2c(c1)OCO2`?
Scp-1 inhibitor: -7; DNMT1 block: 15; NadD block: 26; SUMO1-SIM PPI: -3; PABP1 MLLE inh: -2; STEP inh: 11; Rpn11 block: inactive; CSN inh: 0; LMPTP inh: -0.7; TbMetRS inhib: -0.1

Results for O=C(COc1ccccc1Cl)Nc1ccc(S(=O)(=O)Nc2ccccn2)cc1 ?
Scp-1 inhibitor: 2; DNMT1 block: 2; NadD block: 4; SUMO1-SIM PPI: 4; PABP1 MLLE inh: 4; STEP inh: 0; Rpn11 block: inactive; CSN inh: 2; LMPTP inh: 0.6; TbMetRS inhib: 0.1
